# Source: PubChem BioAssay (National Center for Advancing Translational Sciences (NCATS))
# D2 antag – D2 dopamine receptor (human) antagonism | HEK293 TREx D2 cells, calcium flux, dopamine EC80 | inhibition, % at 10 µM | 340,000 compounds, 2% hits | AID 485344; in the data active means inhibition above about 30%; further: 0% is about no effect
#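 Read-out: kinetic calcium fluorescence (1 cycle/s) in inducible HEK293 T-REx D2 cells after an EC80 dopamine addition that followed 180 s compound preincubation. Loss of the dopamine response indicates antagonism.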
# D1 agonist – activates the human D1 dopamine receptor; P21728; HEK293 T-REx D1 cells, calcium flux, agonist mode; activation, % at 2 µM; 360,000 compounds, 1% hits; further: 0% is about no effect
# Target sequence (P21728 whole entry, looked up): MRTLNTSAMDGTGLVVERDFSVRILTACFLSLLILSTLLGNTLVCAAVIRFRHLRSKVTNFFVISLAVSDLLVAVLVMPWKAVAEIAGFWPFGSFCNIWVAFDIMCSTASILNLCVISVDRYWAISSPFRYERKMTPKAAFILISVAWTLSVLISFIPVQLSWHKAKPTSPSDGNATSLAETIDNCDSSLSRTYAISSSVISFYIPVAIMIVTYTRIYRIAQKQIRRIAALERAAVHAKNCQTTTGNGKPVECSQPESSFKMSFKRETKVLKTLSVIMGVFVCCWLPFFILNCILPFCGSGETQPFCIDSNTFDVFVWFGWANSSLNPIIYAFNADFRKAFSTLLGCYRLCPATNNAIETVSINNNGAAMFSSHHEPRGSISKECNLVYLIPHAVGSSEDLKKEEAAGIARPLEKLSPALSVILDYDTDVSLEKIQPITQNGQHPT
#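 Agonism was scored from calcium flux recorded over 180 s (1 read/s) after pintool compound addition, following a 10-cycle baseline. Cells were inducible force-coupled HEK293 TREx D1, plated overnight at 30 C and loaded with no-wash calcium dye.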
# D1 potentiator – potentiators of human D1 dopamine receptor. AID 504651. HEK293 TREx D1 cells, calcium flux, dopamine EC20 potentiation. 360,000 compounds, 0.036% hits. potentiation, % at 10 µM. P21728; in the data active means potentiation above about 30%; further: 0% is about no effect
# D2 agonist – agonists of human D2 dopamine receptor. P14416. HEK293 T-REx D2 cells, calcium flux agonist mode. activation, % at 2 µM. 340,000 compounds, 0.53% hits. AID 485358;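 active means activation over 3 SD above normal in the single-dose calcium agonist read, cut at about 30% in these data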; further: 0% is about no effect
#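 Agonism scored from kinetic calcium signal (1 read/sec, 180 s) following compound pin transfer, after a 10 s baseline. Cells: HEK293 Trex line expressing inducible D2 receptor coupled to calcium, dye-loaded after overnight culture at 30 C.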
# TRHR ag – activates the human TRH receptor; P34981; TRHR cells, calcium flux fluo-8, FDSS agonist mode; activation, % at 2 µM; 360,000 compounds, 0.18% hits; further: 0% is about no effect
# Target sequence (P34981 whole entry, looked up): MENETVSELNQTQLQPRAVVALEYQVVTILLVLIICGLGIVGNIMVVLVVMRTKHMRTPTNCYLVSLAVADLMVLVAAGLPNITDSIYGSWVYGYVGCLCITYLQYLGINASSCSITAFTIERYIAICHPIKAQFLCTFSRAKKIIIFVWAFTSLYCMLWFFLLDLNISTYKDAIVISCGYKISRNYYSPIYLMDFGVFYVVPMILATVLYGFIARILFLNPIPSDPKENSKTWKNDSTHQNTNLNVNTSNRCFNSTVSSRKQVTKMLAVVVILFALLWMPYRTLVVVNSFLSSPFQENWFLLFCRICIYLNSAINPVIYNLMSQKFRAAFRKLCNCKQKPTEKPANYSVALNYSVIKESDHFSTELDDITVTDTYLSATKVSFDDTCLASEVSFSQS
#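 Read-out: compound-evoked intracellular calcium rise in TRHR cells, fluo-8 dye, kinetic FDSS fluorescence at 1 s/cycle following a 10-cycle baseline. Cells cultured overnight before dye loading (30 min–1.5 h, RT).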
# RXFP1 antag – RXFP1 (human) relaxin receptor antagonism; HEK293-RXFP1, relaxin-stimulated cAMP HTRF, 30 min; hits give low values; AID 1259400; activity change, negative = inhibition, % at 57.5 µM; Q9HBX9; 350,000 compounds, 0.59% hits;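 active means activity change of -60% or lower, but not beyond a set lower limit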; further: on the % scale 0 is the no-effect control and ±100 the full control effect
# TRHR enhancer – allosteric enhancers of human TRH receptor; TRHR cells, fluo-8 calcium fluorescence, EC20 TRH enhancement; enhancement, % at 2 µM; 360,000 compounds, 0.66% hits; in the data active means enhancement above about 30%; further: 0% is about no effect
#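 Enhancer read-out: after compound pinning and an initial kinetic agonist-mode read, an EC20 of TRH (10 nM final) was injected and fluo-8 calcium signal (Ex 480/Em 530) followed at 1 s/cycle for 100 cycles in TRHR-expressing cells.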
# D2 potentiator – positively modulates the human D2 dopamine receptor allosterically. HEK293 T-REx D2, calcium flux, EC20 dopamine potentiation. potentiation, % at 10 µM. 340,000 compounds, 0.34% hits. AID 485347;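 active means potentiation over 3 SD above the plate norm, cut at about 30% in these data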; further: 0% is about no effect
#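 Potentiation of an EC20 dopamine calcium response measured kinetically over 180 s, after a preceding 180 s compound-only read flagging agonists. Cells: inducible Hek293 Trex D2 line, 4000/well, cultured overnight at 30 C before dye loading.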
# D1 antag – human D1 dopamine receptor antagonism; 360,000 compounds, 3.2% hits; activity change, negative = inhibition, % at 10 µM; P21728; HEK293 TREx D1 cells, calcium flux, dopamine EC80; hits give low values; in the data active means activity change below about -30%; further: on the % scale 0 is the no-effect control and ±100 the full control effect
#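 Tetracycline-induced HEK293 Trex D1 cells, force-coupled to calcium, dye-loaded; compounds added and read 180 s, then EC80 dopamine added and calcium flux tracked kinetically another 180 s.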
# * = called active by the depositor; / = not tested or not shown. Unless noted, no stated cut-off is given here; in the data, active means activation above about 30%; inactive means the rest.
SMILES,D2 antag,D1 agonist,D1 potentiator,D2 agonist,TRHR ag,RXFP1 antag,TRHR enhancer,D2 potentiator,D1 antag
COc1ccc(NC(=O)C2C(=O)NC3(C)CC2c2ccccc2O3)cc1 (centres undefined),27,5,-2,0.0,-0.3,-2,4,0,-7
O=C(NCc1cccnc1)Nc1ccc(Br)cc1,10,5,3,-0.1,-0.6,3,-3,-4,7
COc1cc2c(cc1OC)C(c1ccc(Cl)cc1)=NCC2,-15,0,-13,-2.2,-1.1,-5,-2,12,-23
O=C(Cc1ccccc1[N+](=O)[O-])Nc1ccc2c(c1)OCO2,-1,1,6,0.1,-0.5,10,-3,2,3
O=C(Nc1ccccc1-c1ccccc1)c1ccc(=O)[nH]n1,14,10,-2,0.9,-1.5,9,-7,-3,6
CCOc1ccc(C(=O)C(C)OC(=O)c2nc(Cl)ccc2Cl)cc1 (centres undefined),4,35*,3,0.0,-1.1,-14,0,0,-24
O=C1C2C3CCC(C3)C2C(=O)N1Cc1ccccc1 (centres undefined),-2,2,5,2.3,0.3,-1,2,5,-4
Cc1oc2ccc(O)cc2c1C(=O)c1ccccc1,-3,12,-3,0.9,0.4,6,10,6,-19
C=CCn1c(SCC(=O)Nc2ccccc2OC)nnc1-c1ccccn1,-13,-2,-1,0.0,-0.5,18,-5,11,1
Cc1c(Br)c([N+](=O)[O-])nn1CC(=O)NCCc1ccc(Cl)cc1,29,-1,5,0.7,0.7,-6,0,1,/
O=C(Cn1c(-c2cccs2)cc2ccccc21)N1CCN(c2ccc(F)cc2)CC1,/,0,4,0.4,-0.3,-14,-10,4,12
CC1Cc2ccccc2N1S(=O)(=O)c1c(N)n(C)c(=O)n(C)c1=O (centres undefined),8,-1,-1,1.1,0.5,-12,-2,-3,8
Cc1cccc(NC(=O)CSc2nccn2Cc2ccco2)c1C,-11,1,-11,0.1,0.4,1,2,1,4
Cc1ccc(N2C(=O)C3NN=C(C(=O)OCc4ccccc4)C3C2=O)c(C)c1 (centres undefined),-1,4,-4,-0.1,-0.1,10,-1,5,8
COc1ccc(NC(=O)C2C3C=CC4(O3)C2C(=O)N(CCN2CCCCC2C)C4C(=O)NC2CCCC(C)C2C)cc1 (centres undefined),/,-1,5,/,1.5,-2,-2,/,-2
CCCCn1c(N)c(N(CCOC)C(=O)c2ccc(COc3ccccc3)o2)c(=O)[nH]c1=O,3,0,-1,-0.1,0.4,-3,3,8,-2
CCS(=O)(=O)N1CCc2cc(C(=O)NCCc3ccc(OC)c(OC)c3)ccc21,/,-1,-1,5.9,0.0,/,-3,-4,-8
Cc1ccc2c(c1)-c1nc(-c3ccc4c(c3)NC(=O)CO4)cc(-c3ccccc3)c1CO2,/,0,3,-0.2,1.4,/,-3,11,2
CCOC(=O)c1c(C)[nH]c(C)c1C(=O)COC(=O)/C=C/c1ccc(OC(F)F)cc1,-10,2,33*,-0.7,0.1,-13,1,2,3
O=C(Nc1ccccc1Cl)OCc1cncs1,1,1,2,-0.2,-0.2,-1,5,6,1

# An excerpt of these results, with two lines to a compound:
# Value order: D2 antag, D1 agonist, D1 potentiator, D2 agonist, TRHR ag, RXFP1 antag, TRHR enhancer, D2 potentiator, D1 antag
> O=C(Nc1ccccc1Cl)OCc1cncs1
 : 1, 1, 2, -0.2, -0.2, -1, 5, 6, 1
> COc1cc2c(cc1OC)C(c1ccc(Cl)cc1)=NCC2
 : -15, 0, -13, -2.2, -1.1, -5, -2, 12, -23

# Single records (already shown). Values in the order: D2 antag, D1 agonist, D1 potentiator, D2 agonist, TRHR ag, RXFP1 antag, TRHR enhancer, D2 potentiator, D1 antag
# Record of COc1ccc(NC(=O)C2C3C=CC4(O3)C2C(=O)N(CCN2CCCCC2C)C4C(=O)NC2CCCC(C)C2C)cc1 (centres undefined) → /, -1, 5, /, 1.5, -2, -2, /, -2
# Record of CCOc1ccc(C(=O)C(C)OC(=O)c2nc(Cl)ccc2Cl)cc1 (centres undefined) → 4, 35*, 3, 0.0, -1.1, -14, 0, 0, -24
# Record of Cc1oc2ccc(O)cc2c1C(=O)c1ccccc1 → -3, 12, -3, 0.9, 0.4, 6, 10, 6, -19
# Record of Cc1cccc(NC(=O)CSc2nccn2Cc2ccco2)c1C → -11, 1, -11, 0.1, 0.4, 1, 2, 1, 4

# (more compounds)
SMILES,D2 antag,D1 agonist,D1 potentiator,D2 agonist,TRHR ag,RXFP1 antag,TRHR enhancer,D2 potentiator,D1 antag
CCS(=O)(=O)c1ccc(O)c(NC(=O)Nc2ccccc2)c1,2,3,-3,-0.2,0.8,-2,2,-4,-15
O=C(CN1CCN(C(=O)c2ccco2)CC1)Nc1cc(C(F)(F)F)ccc1Cl,3,3,6,-0.4,-0.1,-12,5,0,-11
O=S1c2ccccc2Nc2ccccc21,/,0,-7,/,-0.2,/,-8,/,-6
CCOc1ccc(NC(=O)C2CCCN(S(=O)(=O)c3ccc(Br)s3)C2)cc1 (centres undefined),/,-1,-2,0.0,-0.4,-7,4,1,-12
C/C(=N\O)C(=O)NCC1CCNCC1,2,6,1,1.0,-0.1,0,-14,-2,-8
Cc1cc(C)cc(NC(=O)C(NS(=O)(=O)c2cccc3nsnc23)c2ccccc2)c1 (centres undefined),/,6,5,0.3,0.6,-17,-1,12,5
Cc1ccc(/C=N/NC(=O)c2c[nH]c3ccccc23)s1,/,0,-9,/,-1.0,4,-1,-22,-9
COc1cc2ccccc2cc1C(=O)Nc1ccc2oc(-c3cc(Br)ccc3Cl)nc2c1,/,-1,1,-0.9,-0.8,2,-2,-1,-7
CC(C)Oc1ccc(CNC(=O)C2CCN(Cc3cc4ccccc4n3Cc3ccccc3)CC2)cc1,/,6,-3,0.5,0.6,-2,9,9,5
Cn1c(NC(=O)CCc2ccccc2)cc(=O)n(C)c1=O,-10,0,3,0.5,0.0,/,-4,15,6
O=C(Nc1ccc(F)cc1Cl)c1ccc2c(=O)n3c(nc2c1)CCC3,0,-1,7,0.2,-0.4,0,8,8,0
O=C(CSc1ncn[nH]1)c1cccc([N+](=O)[O-])c1,-1,1,4,0.7,0.2,-36,-7,-5,-7
CCOc1ccc(-n2c(=O)c3sc4ccccc4c3n(Cc3cccc(C)c3)c2=O)cc1,/,3,-2,-1.1,-1.3,/,17,2,7
O=C(NCC(c1ccco1)N1CCCC1)c1ccccc1F (centres undefined),-8,-1,-6,-0.5,0.9,-10,-6,-16,-14
Cc1ccc(S(=O)(=O)N2CCC(C(=O)N/N=C/c3cccnc3)CC2)cc1,1,-1,-5,-0.3,-0.1,/,4,10,-16
CCC(CC)c1nnc(NC(=O)[C@@H](NC(=O)c2cccc(C)c2)C(C)C)s1,-10,4,0,-1.0,-0.1,-1,-1,-22,10
CCC(=O)C1=C(c2cccc([N+](=O)[O-])c2)N(C(=O)CC)n2c(nnc2-c2ccccc2)S1,/,9,0,-1.1,-0.2,-12,0,2,/
Cc1n[nH]c(C)c1S(=O)(=O)N1CCCCCC1,-21,1,-3,-0.3,0.0,-7,6,4,5
CCn1cc(CN2CCC(C(=O)Nc3cccc(-c4cccc(Cl)c4)c3)CC2)c(C)n1,-12,17,0,3.7,-0.1,-9,2,-16,-1
Cc1cc(C)cc(N(CC(=O)N2CCCC2)S(C)(=O)=O)c1,-8,-1,4,-2.4,0.5,1,1,-10,19
Cc1ccc(-c2csc(NC(=O)CCNC(=O)c3ccccc3Cl)n2)cc1,-2,6,-3,-0.7,-0.1,-30,3,6,-7
COc1ccc(CNC(=O)Nc2cc(C)ccc2C)cc1,5,1,9,1.4,-0.1,-6,-5,-8,-4
OC1CCN(Cc2cccc3ccccc23)CC1,/,2,-3,/,0.3,6,3,/,2
CCN(CC)CCNc1nc(SC)nc2sc3c(c12)CCN(C)C3,2,3,1,0.7,0.3,-18,-6,-6,9
CC1=C/C(=C\c2ccc3c(c2)OCO3)C(=O)S1,/,0,2,/,-0.9,-13,-5,/,1
CCc1nc2c3cnn(-c4cc(Cl)ccc4C)c3ncn2n1,-4,0,3,0.6,-0.3,4,7,3,-2
Cc1cccc(NC(=O)c2ccc(Cl)c(S(=O)(=O)N3CCc4ccccc43)c2)n1,-1,9,-2,0.7,-1.8,1,-3,9,3
Cc1cc2ccccn2c1C(=O)c1ccc(C#N)cc1,5,4,-8,0.1,-0.9,-9,-4,-17,-19
Cc1cc(C)c(C)c(OCCNCc2ccccc2)c1,75*,24,-3,0.7,-0.5,-31,3,-17,5
COc1ccc(-c2c(NC(=O)c3ccco3)oc3c(C)cccc3c2=O)cc1,-27,0,10,0.3,-0.8,-24,-2,4,-4
C=CCC1NCCc2c(Br)cccc21 (centres undefined),29,5,-10,47*,0.9,15,3,-16,-23
CCOC(=O)C(c1ccccc1)C(Nc1ccc(F)cc1)c1ccccn1 (centres undefined),7,0,-6,0.1,-0.6,-4,-4,-5,-2
Cc1cc(Nc2ccccc2)n2nc(C)c(-c3ccccc3)c2n1,5,4,-5,-1.2,-0.3,-7,15,10,3
Cc1ccc(CNC(=O)c2sc3nc(-c4ccc(F)cc4)ccc3c2N)cc1,/,2,-1,-0.3,-0.6,-9,2,7,-23
COc1ccc(-n2c(COc3cccc4ccccc34)nnc2SC(C)C(=O)O)cc1 (centres undefined),-3,2,-1,0.2,0.1,0,-1,10,21
COC(=O)c1cccc(S(=O)(=O)N(Cc2ccco2)Cc2cc3cc(OC)ccc3[nH]c2=O)c1,2,1,-3,1.4,0.3,-21,0,1,2
O=C(CN1CCCC1)N1c2ccccc2C=Cc2ccccc21,-5,0,4,-0.4,-0.2,1,-1,9,7
CCc1ccc(CNC(=O)C(C)n2ccc3cc(S(=O)(=O)N4CCCCCC4)ccc32)cc1 (centres undefined),/,2,3,1.1,0.7,-8,2,0,-22
COc1ccc(OCC(O)CN2CCOCC2)cc1 (centres undefined),9,1,-11,0.1,0.1,-9,-6,3,-6
COc1ccc(C(=O)CCC(=O)Nc2cccc(C(C)=O)c2)cc1,/,-1,2,-0.2,-0.1,-17,5,14,-15
C=CCOc1ccc(/C=C/C(=O)OC(C)C(=O)Nc2ccc(NC(C)=O)cc2)cc1 (centres undefined),/,3,3,/,0.3,0,1,/,-4
Cc1ccc(NC(=O)CSc2nnc(-c3nnn(-c4ccc(F)cc4)c3C)o2)cc1Br,/,3,1,/,0.1,/,7,-9,-13
O=C(Nc1ccccc1)Nc1ccc2snnc2c1,-6,25,-5,14,2.8,-17,-7,-3,-52*
CCCC(C(=O)NC1CCCC1)N(Cc1cccs1)C(=O)c1snc(C(N)=O)c1N (centres undefined),-7,2,-5,0.0,-0.4,3,7,-4,-36*
COc1ccc(OC)c(/C=C/C(=O)N(C)CC(=O)Nc2cc(C)ccc2C)c1,4,0,-5,-1.5,-1.0,-4,2,-25,11
COc1ccc(-n2ncc3c(NCCCn4ccnc4)ncnc32)cc1,-14,-1,3,-2.6,-0.1,-16,17,4,-11
CC(=O)c1cccc(NC(=O)C2CC(=O)N(c3ccc4c(c3)OCCO4)C2)c1 (centres undefined),-25,4,/,-1.3,0.0,-5,5,-4,6
COc1ccccc1C(=O)NNC(=O)c1cccc(Cl)c1,3,0,-2,-0.7,0.1,2,20,6,29

# The order is random; any-hit rate near 7.1%.
